Screens from PubChem.
CYP2C19 activ – activators of human cytochrome P450 2C19; P33261; recombinant CYP2C19, luciferin-H EGE luminescence; active compounds read high; 0 = fully inhibited enzyme, 1 = untreated enzyme; activation factor at 5 µM; 96,000 tested, under 10 active;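 active = activation factor of at least 2 at 5 µM in the primary screen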;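 also: 0 = wells with 2.5 mM tranylcypromine and 1 = vehicle-only wells; values of inactives mirror those of a sister screen read the other way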
DAT uptake mod – changed human dopamine transporter uptake under cocaine IC80 | AID 449768 | 1.3% of 110,000 active | B-score at 10 µM | LLC-PK1 hDAT cells, [14C]-dopamine uptake with cocaine IC80; actives deviate in either direction;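 active = Z score or B-score, a plate-position-corrected score, falls beyond the plate's 99.7% confidence bounds, in either direction; inactive = both scores lie inside the 99.7% bounds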;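 also: scored against the spread of the other compound wells on the same plate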
Calb biofilm kill – kills Candida albicans biofilms | inhibition, % at 6 µM | C. albicans biofilm + clotrimazole, Alamar Blue | 0.14% of 85,000 active;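 active = inhibition above 20%; inactive = inhibition below 20%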;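 also: preformed 24 hr biofilms exposed to compound for 48 hr; 0% = biofilm without compound and 100% = blank killed by clotrimazole plus chlorhexidine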
CYP2C9 inh – blocks human cytochrome P450 2C9 | P11712 | CYP2C9 Supersomes, luciferin-H conversion, luminescence | inhibition, % at 5 µM | 20% of 96,000 active;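 active = blocking of liver enzyme CYP2C9 beyond about 50% at 5 µM, limit read from the data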; also: values of inactives mirror those of a sister screen read the other way
Target sequence (P11712 whole entry, looked up): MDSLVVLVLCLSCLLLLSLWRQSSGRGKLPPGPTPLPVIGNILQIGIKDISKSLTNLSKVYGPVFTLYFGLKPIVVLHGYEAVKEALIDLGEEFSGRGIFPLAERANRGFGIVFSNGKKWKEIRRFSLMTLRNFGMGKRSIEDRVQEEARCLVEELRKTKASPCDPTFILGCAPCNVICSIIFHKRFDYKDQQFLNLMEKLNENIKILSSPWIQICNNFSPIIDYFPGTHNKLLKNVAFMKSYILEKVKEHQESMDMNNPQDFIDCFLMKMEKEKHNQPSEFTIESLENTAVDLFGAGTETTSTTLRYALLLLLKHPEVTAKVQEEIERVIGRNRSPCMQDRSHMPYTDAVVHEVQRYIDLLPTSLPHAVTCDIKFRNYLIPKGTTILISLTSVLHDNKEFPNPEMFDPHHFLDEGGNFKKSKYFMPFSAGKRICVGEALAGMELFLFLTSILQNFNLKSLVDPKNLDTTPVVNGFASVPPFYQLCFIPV
HUVEC tox IL1B – toxic to HUVEC cells under IL-1B stimulation; 0.41% of 94,000 active; HUVEC cell count loss, Hoechst imaging, IL-1B stimulated; cell count reduction, % at 2 µM;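 active = cell count reduction more than 3 SD above the screen-wide mean, cut at about 70% in these data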;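 also: normalized per plate to untreated control cells as the no-loss baseline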
CYP2C9 act – CYP2C9 (human) activation. activation factor at 5 µM. 1.4% of 96,000 active. AID 1024. recombinant CYP2C9, luciferin-H conversion, luminescence; active compounds read high; factor 1 = untreated enzyme, 0 = blocked. P11712;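 active = activation factor of 2 or more for CYP2C9 at a 5 µM dose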;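 also: 0 = sulfaphenazole-blocked wells and 1 = vehicle-only wells; values of inactives mirror those of a sister screen read the other way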
VCAM1 TNFa inh – reduces TNF alpha induced VCAM1 expression in HUVEC; 0.48% of 95,000 active; inhibition, % at 2 µM; AID 802; HUVEC TNFa-induced VCAM-1 immunofluorescence, high-content imaging;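 active = inhibition above the batch mean plus 3 SD, with images confirmed as a hit by eye, cut at about 37% in these data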;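 also: 0% = TNF-stimulated DMSO wells and 100% = unstimulated control wells; not every result past the cut was called active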
TNFa cytotox – toxic to HUVEC cells under TNF alpha stimulation. HUVEC TNFalpha-stimulated, Hoechst cell count, imaging. cell count reduction, % at 2 µM. 0.17% of 93,000 active. AID 848;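 active = cell count reduction exceeding the screen mean by over 5 SD, scaled to untreated wells per plate, cut at about 78% in these data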;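 also: cells counted after 24 h of TNF alpha exposure following the 1 h pretreatment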
CYP2C19 inh – blocks human cytochrome P450 2C19 | 21% of 96,000 active | P33261 | inhibition, % at 5 µM | CYP2C19 Supersomes, luciferin-H EGE luminescence, 30 min | AID 778;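 active = CYP2C19 inhibition above a set limit at 5 µM in the primary screen, cut at about 50% in these data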;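 also: plate controls were negative control wells for no effect and 2.5 mM tranylcypromine positive control for full effect; values of inactives mirror those of a sister screen read the other way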
Active calls of the source: *; . = not tested or not shown.

SMILES	CYP2C19 activ	DAT uptake mod	Calb biofilm kill	CYP2C9 inh	HUVEC tox IL1B	CYP2C9 act	VCAM1 TNFa inh	TNFa cytotox	CYP2C19 inh
Cc1ccc(C)c(N2CCN(S(=O)(=O)c3c(C)noc3/C=C/N(C)C)CC2)c1	1	-1.3	7	15	-1	0.9	-2	-4	1
Cc1cc(Nc2ccccc2)n(CCC#N)n1	1.1	-1.5	-3	-12	2	1.1	2	15	-6
O=C(CCSc1nc(-c2ccco2)cc(C(F)(F)F)n1)N1CCN(c2ccccc2)CC1	0.2	-0.33	-2	76*	-31	0.2	26	.	81*
O=C(O)CCC(=O)Nc1ccccc1C(=O)NC1CCCCC1	1.2	-0.33	6	-13	-13	1.1	9	-7	-20
Cc1nn2c(C)c(C(=O)Nc3ccccc3)cnc2c1C#N	1	0.83	0	18	-179	0.8	-17	-6	2
O=C(Cc1coc(-c2ccc(F)cc2)n1)NC1CCCCC1	0.5	1.1	.	60*	.	0.4	.	.	51*
COC(=O)c1ccc(Cn2cc(Cl)cn2)cc1	0	-0.18	7	53*	-44	0.5	-33	-35	99*
CC(C)CC(=O)Nc1ccc(C(=O)NNC(=O)C(c2ccccc2)c2ccccc2)cc1	0.8	-0.48	.	29	22	0.7	-7	1	18
Cc1c2c(n3c(nc4ccccc43)c1C#N)N(Cc1cccnc1)CC2	.	.	4	.	-20	.	19	-22	.
CC(C)Cc1cc(C(=O)O)n[nH]1	1.2	-0.016	2	-23	11	1.2	0	-18	-20
COc1ccc(OCC(=O)N2CCN(C(=O)c3cccc(F)c3)CC2)cc1	0.7	0.69	5	15	-83	0.8	-11	-4	28
CCCCCCCOC(=O)C1=C(C)Nc2ncnn2C1c1cccs1 (stereo unspecified)	0.3	-0.021	2	64*	1	0.4	0	-9	74*
Cc1cc(OCC(=O)O)c2cccc(C)c2n1	1	-0.4	0	-6	-17	1.1	2	-17	1
CC1CC(C)CN(C(=O)COc2ccc(-c3nnco3)cc2)C1 (stereo unspecified)	0.5	-2.3	9	24	-26	0.8	21	-16	50*
O=C(CN(c1ccc(F)cc1)S(=O)(=O)c1ccccc1)NCc1ccco1	0.5	-0.11	6	73*	0	0.3	5	-8	51*
CCOC(=O)c1[nH]c(C)c(C(=O)NCCCOC(C)C)c1C	1.1	0.19	-3	-11	.	1.1	.	.	-11
CCCN(CCC)c1nc(N)c(C#N)c(CC#N)c1C#N	1	-1.7	4	25	8	0.8	3	-12	-4
COc1ccc(S(=O)(=O)N2CCN(c3ccc4nnc(-c5ccccc5)n4n3)CC2)cc1	0.2	-0.17	6	87*	10	0.1	36	46	76*
Cc1nnc2c3ccccc3c(-c3cccc4ccccc34)nn12	0.4	-0.67	.	8	5	0.9	-1	-31	61*
Cc1ccccc1-c1noc(CCC(=O)NCC2CCCO2)n1 (stereo unspecified)	1	-0.039	8	11	84*	0.9	7	1	0
Cc1cc(C)n(-c2nc(NCCO)c3c4c(sc3n2)CCCC4)n1	1.1	2.4	3	9	6	0.9	8	-23	-8
CC(C)Cn1c(SCC(=O)N2CCCCC2)nc2ccccc2c1=O	.	1.1	12	.	-9	.	8	-17	.
CC(=O)c1cccc(N=C2NC(=O)CS2)c1	1	-1.1	6	-5	-7	1.1	-1	-3	-5
Cc1csc(NC(=O)CSc2nc(C)nc3c2c(=O)n(C)c(=O)n3C)n1	0.6	0.2	12	21	-6	0.8	16	36	40
CCCCOC(=O)c1ccc(N2C(=O)CC(N3CCN(C/C=C/c4ccccc4)CC3)C2=O)cc1 (stereo unspecified)	0.1	0.48	5	60*	-5	0.4	-30	-49	86*
O=C(Cc1nc(=O)c2ccccc2s1)Nc1ccccc1	0.8	0.11	.	-4	-15	1	13	-26	15
COc1ccc(-c2ncccc2O)cc1	1	-0.22	2	12	.	0.9	0	-17	1
Cc1noc(C)c1S(=O)(=O)Nc1ccc(C(=O)NCc2ccccc2)cc1	1	1.2	.	49	16	0.5	-10	0	0
COc1ccnc(Oc2ccc(F)cc2)c1C(=O)N/C=N/OCc1ccc(F)cc1	0.4	0.66	.	28	-41	0.7	-10	-14	64*
Cc1cc(C(=O)OCC(=O)c2ccc3c(c2)NC(=O)CO3)c2ccccc2n1	0.8	0.39	.	-62	-9	1.6	-7	-11	22
O=[N+]([O-])c1ccc(NC(=S)N2CCN(c3ccc(F)cc3)CC2)cc1	0.9	.	.	2	-9	1	1	-22	11
CCOC(=O)CSc1nnc(CNc2cccc(Cl)c2)n1-c1ccccc1	0.4	-0.011	6	27	-5	0.7	-13	-14	56*
Cc1ccc(Cn2nnc3c(=O)n(CC(=O)NCc4ccc5c(c4)OCO5)cnc32)cc1	.	0.4	9	.	9	.	10	-15	.
CCc1c(C(=O)Nc2cc(C)ccc2OC)[nH]c(C)c1C(C)=O	0.4	-0.56	5	35	-7	0.7	21	1	55*
CCCCC(=O)Nc1cccc2c1C(=O)N(c1ccccc1)C2=O	0.5	1.1	7	67*	.	0.3	.	.	51*
CSc1ccc(CNc2ccccn2)cc1	0.4	0.33	5	14	-8	0.9	7	-23	63*
COC(=O)c1ccc(Oc2ccc3nncn3n2)cc1	.	0.49	-1	.	26	.	19	2	.
CCOC(=O)c1cn(CC(=O)Nc2ccc(C(C)C)cc2)nn1	0.4	0.014	3	18	-18	0.8	-3	-20	62*
O=C(O)CC(Cn1[nH]nnc1=S)c1ccccc1 (stereo unspecified)	1	-1.3	7	-6	9	1.1	21	-16	4
CCOCCCn1c(=S)[nH]c2cc(C(=O)NCCOC)ccc2c1=O	0.9	0.73	7	7	-20	0.9	-7	-20	8
Cc1ccc(CNC(=O)c2cn(C3CCCC3)c(=O)c3c2c2ccccc2n3C)o1	0.9	0.78	10	24	-31	0.8	18	-28	6
Cc1ccccc1OCC(O)Cn1c(NCCN(C)C)nc2c1c(=O)n(C)c(=O)n2C (stereo unspecified)	1	.	7	0	13	1	-22	-6	-1
Cc1ccc(NCc2nnc(SCC(=O)NCc3ccco3)n2CC2CCCO2)c(C)c1 (stereo unspecified)	0.9	1.8	2	-8	-20	1.1	-6	-6	5
COc1cccc(C(=O)Nn2c(C)nnc2-n2nc(C)cc2C)c1	.	-1.2	1	.	-41	.	2	-29	.
O=[N+]([O-])c1ccccc1OCCCCN1CCCCC1	1	-0.87	.	-4	-65	1	6	9	1
CCCCC(=O)Nc1ccc(F)c(Cl)c1	0.7	0.0037	-1	-12	-6	1.1	1	-16	28
CN(C1CCS(=O)(=O)C1)S(=O)(=O)c1ccc(C2CCCCC2)cc1 (stereo unspecified)	1.1	-0.14	8	9	9	0.9	-15	-2	-7
COc1ccc(NC(=O)C2CCC(CNc3c(N4CCCCC4)c(=O)c3=O)CC2)cc1OC (stereo unspecified)	0.8	-0.24	10	36	-9	0.6	10	-26	19
Cc1cccc(-c2noc(CSc3ccccc3)n2)c1	1	-0.25	6	9	4	0.9	-2	6	1
Cc1c(C=O)cnn1CCC(=O)O	.	-0.19	8	.	-20	.	9	-17	.

(listing goes on)
SMILES	CYP2C19 activ	DAT uptake mod	Calb biofilm kill	CYP2C9 inh	HUVEC tox IL1B	CYP2C9 act	VCAM1 TNFa inh	TNFa cytotox	CYP2C19 inh
CCOC(=O)NC(=O)CSc1nnnn1-c1ccc(Cl)cc1	.	0.026	9	.	-5	.	0	1	.
Cc1c(C)n(C(=O)CSc2nc3ccccc3[nH]2)c2ccccc12	0.1	0.96	1	94*	1	0.1	4	4	95*
Nc1nnc(CC(c2ccccc2)c2ccccc2)s1	0.1	-0.75	-2	20	4	0.8	0	-24	85*
CCOc1ccc(C(=O)Nc2cnn(Cc3ccc(Cl)c(Cl)c3)c2)cc1	0.6	1.5	.	20	-18	0.8	-7	0	36
CCc1c(C(=O)Nc2ccccc2)c(C)[nH]c(=S)c1C#N	0.9	-0.76	6	42	4	0.6	1	-15	11
O=C(c1cnn2c(C(F)(F)F)cc(-c3ccco3)nc12)N1CCCCCC1	0.8	-0.068	-2	10	-12	0.9	-14	-8	23
O=C1CSC(c2cccnc2)N1c1ccc(F)cc1 (stereo unspecified)	1	0.13	-3	14	10	0.9	8	14	2
COc1cc(NC(=O)c2cc3ccccc3o2)c(OC)cc1Cl	1	-0.21	2	-3	78*	1	16	-4	0
Cc1cc(C)n(CC(=O)NCc2cc(-c3nn(C)c(=O)c4ccccc34)ccc2C)n1	0.7	0.16	4	55*	-16	0.5	-5	-3	35
COc1ccccc1N1CCN(CC(=O)Nc2cc(F)ccc2C)CC1	0.7	-1	5	38	2	0.6	-2	4	33
O=C(NNC1=C(C(=O)C(F)(F)F)CCC1)c1ccccc1O	0.7	0.1	13	85*	-16	0.2	27	8	26
Cc1nc(N2CCN(C(=O)c3ccco3)CC2)c2oc3ccccc3c2n1	0.3	0.68	7	53*	.	0.5	.	.	70*
Cc1ccccc1OCC(=O)Nc1ccc2c(c1)COC2=O	0.8	0.72	5	26	-6	0.7	-2	-33	24
CCc1ccc2[nH]c3nc(SCc4nnc(-c5ccc(C)cc5)o4)nnc3c2c1	.	-0.2	4	.	-25	.	-19	-6	.
CC(C)Nc1nc(NC(C)C)nc(N(C)N)n1	1	1.2	.	0	26	1	21	17	0
NS(=O)(=O)c1ccc2c(c1)C1C=CCC1C(C1CC=CCC1)N2 (stereo unspecified)	0.9	2.1	5	15	4	0.9	2	-3	8
COc1cccc(-c2nc(CS(=O)(=O)CC(=O)N3CCc4ccccc4C3)c(C)o2)c1	1	-0.32	-5	45	.	0.5	.	.	1
